# M. tuberculosis GlmU: inhibition of mycobacterial GlmU enzyme – biochemical, glucosamine-1-phosphate acetyltransferase (AID 1376); hit rate 0.25% among 220,000; inhibition, %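 (tested at 30 µM in the primary screen)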; hits with a dose series show IC50 in µM; M. tuberculosis GlmU acetyltransferase enzyme assay; higher % means a stronger effect; in the data active = inhibition above about 13%;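 note: 0% = complete reaction with vehicle and 100% = reaction without substrate; strong numbers were not always called active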
# Mtb RmlCD inh: M. tuberculosis RmlC/RmlD inhibition | inhibition, % at 3.6 µM | P9WH09+P9WH11 | RmlC+RmlD coupled enzyme assay, percent inhibition; primary screen in compound mixtures | hit rate 0.03% among 160,000; in the data active = inhibition mostly above about 34%, no sharp cut-off; note: some results filed as inactive read as strong as hits
# Target sequence (P9WH09 whole entry, looked up): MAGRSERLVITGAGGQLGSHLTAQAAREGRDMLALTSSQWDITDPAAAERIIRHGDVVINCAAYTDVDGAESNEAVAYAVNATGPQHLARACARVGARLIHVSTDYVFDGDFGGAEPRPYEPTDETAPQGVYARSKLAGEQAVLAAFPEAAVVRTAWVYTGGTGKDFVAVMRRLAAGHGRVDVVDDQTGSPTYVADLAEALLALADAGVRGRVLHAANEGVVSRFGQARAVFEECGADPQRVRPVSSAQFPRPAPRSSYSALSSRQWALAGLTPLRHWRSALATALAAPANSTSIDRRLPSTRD
# Target sequence (P9WH11 whole entry, looked up): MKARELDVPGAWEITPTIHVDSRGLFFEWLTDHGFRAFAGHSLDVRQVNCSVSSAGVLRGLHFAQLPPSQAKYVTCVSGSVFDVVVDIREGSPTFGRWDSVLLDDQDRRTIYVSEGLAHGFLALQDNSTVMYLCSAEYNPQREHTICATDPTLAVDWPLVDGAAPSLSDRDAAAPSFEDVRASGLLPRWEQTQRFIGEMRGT
# An asterisk follows results filed as active; · = not tested or not shown. Not all compounds are listed; rates above refer to the full screens.
# Below each compound: M. tuberculosis GlmU | Mtb RmlCD inh
Cc1ccc(N2C(=O)c3ccc(C(=O)N4CCN(Cc5ccccc5)CC4)cc3C2=O)cc1
→ -2.4% | -8
CC(C)(C)n1nc2c(c1NC(=O)CCCc1ccccc1)CS(=O)C2 (stereo not given)
→ -1.6% | ·
CCc1c(O)cc2n(c1=O)-c1ccccc1C2(C)C
→ 3.8% | ·
CC12C(=O)N(c3ccccn3)C(=O)C1C1C=CC2C1 (stereo not given)
→ 0.0% | ·
COC(=O)c1ccc(CSc2nc3c(cnn3-c3ccc(C)cc3)c(=O)[nH]2)o1
→ 1.6% | ·
COc1ccc(/C=C/C(=O)c2ccoc2)cc1
→ -1.1% | 15
CCOC(=O)N1CCN(S(=O)(=O)c2ccc3[nH]c(=O)sc3c2)CC1
→ -0.2% | 5
CCS(=O)(=O)N1CCC(C(=O)NCc2ccco2)CC1
→ 4.9% | ·
Cn1nccc1C(=O)Oc1ccc(/C=N/NC(=O)c2ccccc2O)cc1
→ 3.3% | -36
CC1CCN(C2CCN(S(=O)(=O)c3ccc(F)cc3)CC2)CC1
→ -12% | ·
CCC(C)(C)n1nnnc1C(c1cccs1)N1CCCCC1 (stereo not given)
→ -7.3% | 9
Cc1cc(C)nc(NNC2=CC(=[N+]3CCCCC3)CC(C)(C)C2)n1
→ 5.4% | -11
N/C(=N\N=C\c1cccs1)SC1CC(=O)N(c2ccc(Br)cc2)C1=O (stereo not given)
→ 5.3% | 3
Cc1oc2ccc(NS(=O)(=O)c3ccc(C(C)(C)C)cc3)cc2c1C(=O)Nc1ccccc1
→ 1.3% | ·
CC(=O)c1ccc(NC(=O)c2ccc(CSc3ccccc3)o2)cc1
→ 1.5% | -6
Cc1ccc(C(=O)NCC(=O)OCC(=O)c2ccc(C)c([N+](=O)[O-])c2)cc1
→ -3.8% | 11
O=C(C1CCC(CNc2c(N3CCCCC3)c(=O)c2=O)CC1)N1CCN(C2CCCCC2)CC1 (stereo not given)
→ -2.6% | 7
C=CCn1c(CCCNC(=O)c2ccccc2OC)nc2ccccc21
→ -1.0% | -39
CCOC(=O)C(CCCCOc1cccc(CC)c1)C(=O)OCC
→ 2.6% | -9
COc1cccc(C2(O)CCN(C(=O)C3CC3)CC2)c1
→ -0.1% | ·
CC(C)CCC1(CCNC(=O)c2cccs2)CCOC(C)(C)C1 (stereo not given)
→ -2.3% | 21
CCc1ccc(N2C(=O)Cc3c2nc(N)c(C#N)c3N)cc1
→ 2.1% | 11
COc1ccc(N2CCN(C(=O)c3ccc(S(=O)(=O)N4CCOCC4)cc3)CC2)cc1
→ 4.0% | 9
CCOc1ccc2c(c1)cc(CN(C(=O)CC)C1CCCCC1)c1nnnn12
→ 0.6% | -15
O=C(Nc1ccc2c(c1)OCO2)N1CCOCC1
→ 1.0% | -6
CCOC(=O)C1CCN(C(=O)C2CC(=O)N(c3ccc(C)cc3)C2)CC1 (stereo not given)
→ 4.0% | ·
COCc1c(Br)c(C)nc(OCC(=O)N/N=C/c2cc(C)n(-c3ccc([N+](=O)[O-])cc3)c2C)c1C#N
→ -6.7% | 3
CC(C)(C)c1cc(Cc2ccccc2)[nH]n1
→ -4.8% | 25
CCCC(=O)N1CCN(c2ccc(NC(=S)NC(=O)c3cccc(C)c3)cc2)CC1
→ -0.5% | 5
CCCCCOC(=O)Cc1c(C)nc(-c2ccccc2)[nH]c1=O
→ 1.1% | ·
N#Cc1cc(C(=O)c2ccccc2O)cn(-c2nccs2)c1=O
→ 5.2% | -7
C=CCOC(=O)C1=C(C)NC(C)=C(C(=O)OCC=C)C1/C=C/c1ccccc1
→ -3.0% | -2
Clc1cccc(N2CCNCC2)c1Cl
→ 7.6% | ·
COc1cc(NC2=CC(=O)CC(C)(C)C2)cc(OC)c1
→ -1.5% | ·
COc1ccc2c(c1OC)C(=O)OC2Nc1ncccc1C (stereo not given)
→ -3.3% | ·
CCOC(=O)Cn1c(=O)c(C#N)cn(C(C)C)c1=O
→ 2.3% | 5
CC(=O)N1CCc2cc(S(=O)(=O)CCC(=O)O)ccc21
→ · | 8
Cn1nnc(NCc2cc(Br)ccc2OCc2cccs2)n1
→ -0.9% | 3
CC(NC(=O)CCC1COc2ccccc2O1)c1ccccc1 (stereo not given)
→ 1.9% | 2
CC(=O)NC(C)C(=O)OCC(=O)Nc1ccc(Br)cc1 (stereo not given)
→ -3.8% | -4
CC(Cc1c[nH]c2ccccc12)C(=O)O (stereo not given)
→ -5.1% | 4
CC(=O)NCCC(=O)NCc1ccc(F)cc1
→ -0.8% | ·
CC(=O)N1C(c2ccccc2)CC(=O)OC1c1ccc2c(c1)OCO2 (stereo not given)
→ -3.0% | 8
CCC(C)(C)NC(=O)CN(CC1CCCO1)C(=O)CCC(=O)Nc1nccs1 (stereo not given)
→ 5.6% | ·
COc1ccc(C2=NOC(COc3ccc([N+](=O)[O-])cc3)C2)cc1 (stereo not given)
→ 0.2% | 7

# 4 compounds from above, arranged by heavy-atom count, falling:
# Below each compound: M. tuberculosis GlmU | Mtb RmlCD inh
C=CCOC(=O)C1=C(C)NC(C)=C(C(=O)OCC=C)C1/C=C/c1ccccc1
→ -3.0% | -2
Cn1nnc(NCc2cc(Br)ccc2OCc2cccs2)n1
→ -0.9% | 3
CC(=O)N1CCc2cc(S(=O)(=O)CCC(=O)O)ccc21
→ · | 8
CC(Cc1c[nH]c2ccccc12)C(=O)O (stereo not given)
→ -5.1% | 4

# (cont.)
# Below each compound: M. tuberculosis GlmU | Mtb RmlCD inh
COc1ccc(-c2[nH]c(-c3ccc(C)cc3)nc2SCC(=O)NCc2ccco2)cc1OC
→ 1.8% | 7
CC(=O)Nc1nc2ccccc2n1Cc1ccc(Cl)cc1
→ -1.3% | -7
COc1ccc(-c2nnc3ccc(SCC(=O)N4CCCCCC4)nn23)cc1OC
→ 10% | ·
CC1Cc2ccccc2N1C(=O)COC(=O)C1=COCCO1 (stereo not given)
→ 7.9% | 0
O=c1[nH]c(=O)c2nc(-c3ccc(Cl)cc3)cnc2[nH]1
→ 7.0% | ·
NC(=O)c1ccsc1NC(=O)CSc1nnc(Nc2ccccc2)s1
→ 5.4% | -7
Cc1cc(OCC(=O)N[C@@H](Cc2ccccc2)c2nc3ccccc3[nH]2)ccc1Cl
→ -2.6% | 7
Cc1oc(C)c(C(=O)NCCCC(=O)O)c1C(=O)NCCCC(=O)O
→ 0.3% | -9
CCN(Cc1ccccc1)S(=O)(=O)c1cc(C(=O)c2c(N)n(C)c(=O)n(C)c2=O)ccc1OC
→ 1.7% | 8
Cc1ccc(-n2nnnc2SCCNS(=O)(=O)c2ccccc2)cc1C
→ 7.0% | 21
Cc1ccc(S(=O)(=O)c2ccc(NN)cc2)cc1
→ -4.1% | -11
COCCNC(=O)CCCCCn1c(=S)[nH]c2ccccc2c1=O
→ 5.5% | ·
O=C(Cn1cccc1C(=O)c1ccccc1)NCc1ccc(Cl)cc1
→ 0.4% | 8
CCOc1ccccc1C1N=C(c2ccc(OC)cc2)CC(c2ccccc2O)N1 (stereo not given)
→ -1.0% | -10
Cc1ccc(Cl)cc1NC(=O)C[n+]1ccc(Cc2ccc([N+](=O)[O-])cc2)cc1
→ -5.9% | 12

# One compound at a time (already shown). Order of screens: M. tuberculosis GlmU	Mtb RmlCD inh
# CC1Cc2ccccc2N1C(=O)COC(=O)C1=COCCO1 (stereo not given) is listed as 7.9%	0
# O=c1[nH]c(=O)c2nc(-c3ccc(Cl)cc3)cnc2[nH]1 is listed as 7.0%	·
# Cc1ccc(Cl)cc1NC(=O)C[n+]1ccc(Cc2ccc([N+](=O)[O-])cc2)cc1 is listed as -5.9%	12
# NC(=O)c1ccsc1NC(=O)CSc1nnc(Nc2ccccc2)s1 is listed as 5.4%	-7
# Cc1ccc(-n2nnnc2SCCNS(=O)(=O)c2ccccc2)cc1C is listed as 7.0%	21

# Next structures:
structure,M. tuberculosis GlmU,Mtb RmlCD inh
Cc1ccc(-c2cc3c(nn2)-c2ccccc2C3=O)cc1,6.7%,-5
COc1ccc(C(=O)Nc2ccc3c4c(cccc24)CC3)cc1,3.5%,10
Cc1c(N)cc[n+](CC(=O)c2ccccc2)c1C,8.3%,-15
N#Cc1ccc(S(=O)(=O)Nc2ccc3ccccc3n2)cc1,0.5%,·
Cc1nc(C(=O)NCc2ccccc2)sc1C1(C)CC(c2cccnc2)=NO1 (stereo not given),-0.5%,·
CSC1=NSC2=NC(=O)/C(=C\c3cccs3)C(=N)N12,2.9%,8
CCCS(=O)(=O)Nc1c(C(=O)O)[nH]c2ccccc12,3.2%,0
Cc1cc(/C=N/NC(=O)C(O)(c2ccccc2)c2ccccc2)c(C)n1-c1ccccc1,0.2%,·
O=C1Nc2ccccc2/C1=N/N=C/c1ccc(-c2ccc([N+](=O)[O-])cc2)o1,-2.6%,6
CCn1c(SCC(=O)Nc2nc(-c3ccccc3)cs2)nc2c1c(=O)n(C)c(=O)n2C,8.9%,·
Cc1cc(C(=O)COC(=O)c2ccccc2O)c(C)n1Cc1cccs1,0.5%,·
O=C(c1ccc(S(=O)(=O)c2cccc(Cl)c2)c([N+](=O)[O-])c1)N1CCN(c2ccccn2)CC1,-0.2%,-10
CC(C)Cc1ccc(C#N)c(SCC(N)=O)n1,-2.1%,-4
COc1ccc(C2c3ccc(O)cc3Oc3ncn(Cc4ccco4)c(=N)c32)cc1 (stereo not given),7.3%,26
NC(=O)C1=C[C@@H](c2ccc(C(F)(F)F)cc2)C[C@@H](OCCCCO)O1,1.5%,·
CC(C)OP(=O)(OC(C)C)/C(C=O)=N\Nc1ccc([N+](=O)[O-])cc1,7.7%,-9
CCc1nc(-c2cc3ccc(C)cc3[nH]c2=O)no1,3.5%,5
O=C(COn1nnc2ccc(S(=O)(=O)N3CCOCC3)cc21)Nc1c(F)c(F)c(F)c(F)c1F,-2.1%,0
CC(C)CN1C(=O)NC(NS(=O)(=O)c2ccc(N)cc2)(C(F)(F)F)C1=O (stereo not given),3.1%,-4
COc1ccccc1CCNC(=O)c1csc2c1CCCC2,7.6%,-1
Nc1nnc(CC(=O)N/N=C/c2ccc(-c3ccc(Cl)cc3Cl)o2)s1,-0.1%,·
OCn1ncn(-c2ccccc2)c1=S,4.7%,·
Cc1cccc(C)c1NC(=O)C/C(N)=N/O,1.9%,·
COc1cccc(NC(=O)COc2cccc(-n3cnnn3)c2)c1,0.1%,·
CC1=CC(=O)C(C(C)C)=C/C1=N/OS(=O)(=O)c1ccccc1,1.8%,4
Cc1ccccc1-c1nc(Cc2ccc(Cl)cc2)no1,-4.2%,8
CCN(CC)S(=O)(=O)N1CCC(C(=O)NC(C)CCc2ccccc2)CC1 (stereo not given),0.2%,-8
CCOc1cc(CNn2c(C)nnc2SCC(=O)NC(C)(C)C)ccc1OCC(=O)NC(C)(C)C,-1.9%,-10
CN1CCN(c2ccc(S(=O)(=O)N3CCCCC3)cc2NC(=O)c2ccc3ccccc3c2)CC1,-2.3%,-14
COc1cccc(/C=N\NC(=O)C2=NNC(=O)C2C)c1O (stereo not given),6.7%,-12
COC(=O)C1=C(C)NC(=O)C1(NC(=O)c1ccncc1)C(F)(F)F (stereo not given),-0.3%,11
Cc1cc(=O)n2c(sc3ccccc32)c1C#N,5.6%,-2
Nc1ccc(N2CCOCC2)cc1C(F)(F)F,3.6%,0
O=C(COC(=O)c1cc(S(=O)(=O)N2CCCCC2)ccc1Cl)NCc1ccco1,-2.9%,3
COc1ccc(C(=O)N/C(N)=N/c2nc3ccccc3o2)cc1,1.2%,6
CC1(C)CC2CC(C)(CN2c2ncnc3ccccc23)C1 (stereo not given),-0.7%,·
O=[N+]([O-])c1cccc(-c2cnc3ccccc3n2)c1,-0.1%,-5
c1cc(C2CCN(Cc3nc(-c4ccc5c(c4)OCO5)no3)CC2)ccn1,2.3%,-1
CCOC(=O)C1C(=O)NC(N2CCN(c3ccccc3)CC2)=NC1c1ccccc1 (stereo not given),-1.4%,·
Cn1c(N)c(C(=O)COC(=O)C2(c3ccc(F)cc3)CCCC2)c(=O)n(C)c1=O,-0.9%,2
Cc1ccnc(N2C(=O)C3C4CC(C(Br)C4Br)C3C2=O)c1 (stereo not given),-0.6%,·
O=c1c2c(-c3ccccc3)csc2ncn1/N=C/c1c2ccccc2cc2ccccc12,0.6%,·
S=C(NCCN1CCOCC1)Nc1ccc(Nc2ccccc2)cc1,-2.0%,7
Cc1nc(SCC(N)=O)c(C#N)c(C)c1C,-1.6%,2
CCCCn1c(O)c(C(CC)=NCc2ccc3c(c2)OCO3)c(=O)[nH]c1=O,2.4%,·
Cc1cccc(NC(=O)CSC(N)=O)c1C,5.1%,13
CC1CN(CCCOc2ccc([N+](=O)[O-])cc2)CC(C)O1 (stereo not given),1.5%,·
COc1ccc(Nc2nc3c([nH]2)c(=O)[nH]c(=O)n3C)cc1,2.5%,9
C#CC[N+]1(CC#Cc2cccc3ccccc23)CCOCC1,-3.3%,2
Cc1ccc(NC(=O)CCc2nnc(SCC(=O)Nc3ccccc3C)n2C)cc1Cl,-3.1%,-3
O=C(COc1cccc2cccnc12)Nc1nccs1,11%,·
COc1cccc(-c2cc(C(=O)NN3CCOCC3)c3ccccc3n2)c1,-0.8%,6
O=C(COC(=O)Cc1ccc(Br)cc1)NCC1CCCCC1,-5.7%,·
CCOC(=O)C1CCN(CCC(=O)Nc2ccc(F)cc2)CC1,0.3%,-18
CC(=O)N1CCN=C1SCc1ccc(C)cc1,-0.8%,0
CCC(=O)N1CC2(C)CN(C(=O)CC)CC(C)(C1)C2,3.2%,13
Cc1cc(C)c(C(=O)c2ccc(C(=O)N(C(C)C)C(C)C)cc2)c(C)c1,2.1%,-1
COc1ccc(OCCSc2nnc(CC(=O)Nc3cccc(Cl)c3Cl)n2C)cc1,3.0%,1
